Pf growth 96h: P. falciparum growth inhibition at 96 hours | P. falciparum luciferase reporter growth, 96 h | Potency, µM (titrated, usually from 28.7 µM), for inactives: at the highest dose activity change, negative = inhibition, hits mostly inhibitors | 6.9% of 320,000 active; further: potency means the concentration at half of the fitted maximal effect; on the % scale 0 is the no-effect control and ±100 the full control effect
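Readout is luminescence from an integrated firefly luciferase in P. falciparum. Red cells, 2% hematocrit and 0.05% parasitemia final, were cultured with compound through two parasite generations (96 hours) at 37 C, 5% CO2.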
Pf growth 48h: P. falciparum growth inhibition at 48 hours (one generation); P. falciparum luciferase growth in erythrocytes, 48 h; Potency, µM (highest dose often 28.7 µM), for inactives: at the highest dose activity change, negative = inhibition, most hits filed as inhibitors; 5.9% of 310,000 active; further: potency means the concentration at half of the fitted maximal effect; on the % scale 0 is the no-effect control and ±100 the full control effect
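Luciferase-expressing parasites in RBCs, 2% Hct / 0.1% parasitemia final; RPMI 1640 + 0.5% Albumax; 37 C, 5% CO2, one generation; luminescence read-out, lower signal = inhibition.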
LmPK inh: inhibitors of Leishmania mexicana pyruvate kinase; purified LmPK, Kinase-Glo ATP luminescence, 1 h; Potency, µM (doses to about 57.5 µM), inactives show at the highest dose activity change, negative = inhibition, usual class: inhibitors; 0.37% of 290,000 active; AID 1721; further: potency means the concentration at half of the fitted maximal effect; on the % scale 0 is the no-effect control and ±100 the full control effect
Target sequence (Q27686 whole entry, looked up): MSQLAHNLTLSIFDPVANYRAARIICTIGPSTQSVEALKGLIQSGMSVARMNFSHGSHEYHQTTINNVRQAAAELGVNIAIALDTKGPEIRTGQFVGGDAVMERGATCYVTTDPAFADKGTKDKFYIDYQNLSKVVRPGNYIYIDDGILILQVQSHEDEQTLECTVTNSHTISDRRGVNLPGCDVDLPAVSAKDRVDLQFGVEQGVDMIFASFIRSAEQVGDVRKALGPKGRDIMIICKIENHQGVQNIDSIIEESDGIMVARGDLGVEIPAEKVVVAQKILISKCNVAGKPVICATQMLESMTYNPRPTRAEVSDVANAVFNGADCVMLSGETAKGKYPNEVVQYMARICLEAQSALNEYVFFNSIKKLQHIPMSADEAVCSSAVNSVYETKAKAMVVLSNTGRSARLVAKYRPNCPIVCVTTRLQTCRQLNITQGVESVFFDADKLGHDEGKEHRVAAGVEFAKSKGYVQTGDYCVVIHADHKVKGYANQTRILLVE
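qHTS format; LmPK 0.1 nM; substrates PEP 0.5 mM and ADP 0.1 mM. One-hour room-temperature incubation, then coupled luciferase luminescence; 0.5 nM enzyme wells mark activation.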
Shiga toxin inh: inhibitors of Shiga toxin in Vero cells. Vero cells, Shiga toxin protein synthesis inhibition reporter. inhibition, % at 38.7 µM. 9.2% of 290,000 active; in the data active means inhibition mostly above about 28%, no sharp cut-off; inactive means mostly below about 43%; further: 0% is about no effect
Tb PYK inh: inhibitors of Trypanosoma brucei pyruvate kinase; Q57TT1; TbPYK enzyme, Kinase-Glo Plus ATP luminescence, 45 min; Potency, µM (highest dose often 76.8 µM), inactives show at the top dose activity, negative = inhibition, usual class: inhibitors; 0.12% of 410,000 active; AID 624173; further: potency means the concentration at half of the fitted maximal effect; on the % scale 0 is the no-effect control and ±100 the full control effect; nearly all actives have a fitted effect of over 50% in size
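Enzyme and substrate buffer are dispensed first and compound is pin-transferred. ADP at 130 uM final then starts the reaction, which runs 45 min at room temperature. Detection reagent is added for 10 min before luminescence is imaged.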
CHX counter: affects cycloheximide protein synthesis inhibition readout, counter-screen; AID 2314; max response, %; cell reporter, cycloheximide protein synthesis inhibition counterscreen; 12% of 300,000 active; in the data active means max response mostly above about 13%, no sharp cut-off; inactive means mostly below about 14%; further: read at 38.3 µM for the half of the compounds with a filed dose; 0% is about no effect
HCV inh: HCV inhibition | Potency, µM (doses to about 41.8 µM), for inactives: top-dose activity change, negative = inhibition, actives largely listed as inhibitors | Huh7.5.1 HCVcc-Cre infection, luciferase reporter, 44 h | 3.4% of 340,000 active | AID 651820; further: potency means the concentration at half of the fitted maximal effect; on the % scale 0 is the no-effect control and ±100 the full control effect
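Compounds are dispensed onto cells plated 4 h earlier at 1,000 per well, with HCVcc-Cre virus (about 0.5 moi) added next. Following 44 h of culture, luminescent signal is measured for 15 sec after 15 min with substrate at room temperature.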
Starred values were filed as active, the others as inactive; [ ] = dose if it differs, or a comment. Unless noted, the call rests on the fitted dose curve; in most records, active means well fitted curve in the direction sought with a large enough effect; inconclusive means small, poorly fitted or top-dose-only effect, or another doubt; inactive means no such curve, though single readings can be large; an effect the other way counts as inactive or inconclusive.

How did CCc1ccc(C(C(=O)NCc2ccccc2)N(C(=O)c2csnn2)C2CC2)cc1 (configuration not stated) do in these assays?
Pf growth 96h: inconclusive; Pf growth 48h: 0%; LmPK inh: 9%; Shiga toxin inh: 15; Tb PYK inh: 1%; CHX counter: 10; HCV inh: 5%

How did S=C(Nc1ccc(Cl)cc1)NC1CCN(Cc2ccccc2)CC1 do in these assays?
Pf growth 96h: 6.6µM*; Pf growth 48h: inconclusive; LmPK inh: -3%; Shiga toxin inh: -7; Tb PYK inh: -3%; CHX counter: -3; HCV inh: 11µM*

Results for COc1ccccc1NC(=O)c1cn(CCC#N)nc1-c1ccc(F)cc1 ?
Pf growth 96h: 12µM*; Pf growth 48h: -5%; LmPK inh: -1%; Shiga toxin inh: -4; Tb PYK inh: 3%; CHX counter: 0; HCV inh: 5%

What do the screens show for `CCOC(=O)Cn1c(C)nc2ccccc21`?
Pf growth 96h: inconclusive; Pf growth 48h: 42%[activator]; LmPK inh: 9%; Shiga toxin inh: -1; Tb PYK inh: -2%; CHX counter: -3; HCV inh: -2%

What do the screens show for `Cc1ccc(/C=N/n2c(-c3ccco3)n[nH]c2=S)cc1`?
Pf growth 96h: 126%[activator]; Pf growth 48h: 51%[activator]; LmPK inh: -2%; Shiga toxin inh: -7; Tb PYK inh: inconclusive; CHX counter: -2; HCV inh: 8%

Results for Cc1c(C)n(CC(O)CN2C(=O)c3ccccc3S2(=O)=O)c2ccccc12 (configuration not stated) ?
Pf growth 48h: -2%; LmPK inh: 15%; Shiga toxin inh: -17; Tb PYK inh: 1%; CHX counter: 13; HCV inh: -7%

What do the screens show for `COc1ccc(C2=NN(C(=O)/C=C/c3ccccc3)C(c3ccccc3)C2)c(OC(C)=O)c1` (configuration not stated)?
Pf growth 96h: inconclusive; Pf growth 48h: 13µM*; LmPK inh: 7%; Shiga toxin inh: -3; Tb PYK inh: -13%; CHX counter: 5; HCV inh: inconclusive

What do the screens show for `Cc1ccc(-c2nnn(CC(=O)N(CC(=O)NC3CCCC3)c3ccc(F)cc3)n2)o1`?
Pf growth 96h: 26%; Pf growth 48h: -19%; LmPK inh: 0%; Shiga toxin inh: 29; Tb PYK inh: -2%; CHX counter: -4; HCV inh: -9%

Results for C=CCNC(=S)NNC(=O)c1cccc(Br)c1 ?
Pf growth 96h: 27%; Pf growth 48h: 13%; LmPK inh: 2%; Shiga toxin inh: 12; Tb PYK inh: -6%; CHX counter: 7; HCV inh: 0%

Results for O=C(CSc1nc(-c2cccs2)cc(C(F)(F)F)n1)NCCCn1ccnc1 ?
Pf growth 96h: -1%; Pf growth 48h: -21%; LmPK inh: 6%; Shiga toxin inh: -6; Tb PYK inh: 2%; CHX counter: -2; HCV inh: inconclusive

How did NS(=O)(=O)c1ccc(NC(=O)COC(=O)c2ccc(Cl)nc2)cc1 do in these assays?
Pf growth 96h: -4%; Pf growth 48h: 17%; LmPK inh: 5%; Shiga toxin inh: -4; Tb PYK inh: 4%; CHX counter: -4; HCV inh: 6%

Results for Brc1ccc(CN2C3=NCCCN3c3ccccc32)cc1 ?
Pf growth 96h: 131%[activator]; Pf growth 48h: 12µM*; LmPK inh: 6%; Shiga toxin inh: -13; Tb PYK inh: 2%; CHX counter: -7; HCV inh: inconclusive

What do the screens show for `Cc1ccc(CNC(=O)c2nccnc2C(=O)O)cc1`?
Pf growth 96h: 4.7µM*; Pf growth 48h: 3%; LmPK inh: 2%; Shiga toxin inh: -6; Tb PYK inh: 1%; CHX counter: 1; HCV inh: 6%

How did Cc1nc2nc(C)c(CCC(=O)N3CCC4(CC3)OCCO4)c(C)n2n1 do in these assays?
Pf growth 96h: 12µM*; Pf growth 48h: -11%; LmPK inh: -1%; Shiga toxin inh: -12; Tb PYK inh: -1%; CHX counter: -2

How did CCCCc1ccc(NC(=O)C(=O)NCCN2CCN(C(=O)c3ccc([N+](=O)[O-])cc3)CC2)cc1 do in these assays?
Pf growth 96h: 48%[activator]; Pf growth 48h: -7%; LmPK inh: 1%; Shiga toxin inh: 7; Tb PYK inh: 9%; CHX counter: -1; HCV inh: inconclusive

Results for Cc1ccc2cc(C#N)c(N3CCCN(C(=O)C4CCCO4)CC3)nc2c1C (configuration not stated) ?
Pf growth 96h: 16%; LmPK inh: 15%; Shiga toxin inh: -11; Tb PYK inh: 6%; CHX counter: -5; HCV inh: inconclusive

What do the screens show for `OCCNCc1cccc(OCc2ccc(Cl)cc2)c1`?
Pf growth 96h: 8%; Pf growth 48h: inconclusive; LmPK inh: 1%; Shiga toxin inh: 25; Tb PYK inh: 6%; CHX counter: 7; HCV inh: inconclusive

What do the screens show for `COc1ccc2c(c1)O[C@H](c1ccc3c(c1)OCO3)[C@@H](OC(=O)N[C@H]1CCCc3ccccc31)C2=O`?
Pf growth 96h: -6%; Pf growth 48h: 29%; LmPK inh: 4%; Shiga toxin inh: 19; Tb PYK inh: 2%; CHX counter: -1; HCV inh: -28%

Results for CC(=O)N1[C@@H]2CC3C4CC=C5C[C@@H](O)CC[C@]5(C)C4CC[C@]3(C)[C@@]21C(C)=O (some centres not stated) ?
Pf growth 96h: inconclusive; Pf growth 48h: -21%; LmPK inh: 4%; Shiga toxin inh: -9; Tb PYK inh: -3%; CHX counter: 1; HCV inh: 18%

How did Cc1ccc(C(=O)CC2(O)C(=O)N(Cc3ccccc3Cl)c3ccccc32)o1 (configuration not stated) do in these assays?
Pf growth 96h: 123%[activator]; Pf growth 48h: inconclusive; LmPK inh: 2%; Shiga toxin inh: -12; Tb PYK inh: -9%; CHX counter: -2; HCV inh: -8%

How did CCOC(=O)N1CCN(CC(=O)Nc2ccc(F)cc2F)CC1 do in these assays?
Pf growth 96h: 22%; Pf growth 48h: 5%; LmPK inh: 5%; Shiga toxin inh: -7; Tb PYK inh: 4%; CHX counter: -4; HCV inh: 10%

How did CCN(CC)CCOC(=O)C1(c2ccc(OC)c(OC)c2)CCCC1 do in these assays?
Pf growth 96h: inconclusive; LmPK inh: 0%; Shiga toxin inh: 10; Tb PYK inh: 3%; CHX counter: -3; HCV inh: 16%

Results for CCOC(=O)c1sc(=NC(=O)c2ccc(S(=O)(=O)N3CC(C)OC(C)C3)cc2)n(C)c1C (configuration not stated) ?
Pf growth 96h: inconclusive; Pf growth 48h: inconclusive; LmPK inh: 4%; Shiga toxin inh: -24; Tb PYK inh: 0%; CHX counter: 0; HCV inh: 17%

How did CC1(C)CC(=O)C=C(c2cccc3c2Oc2ccccc2S3)C1 do in these assays?
Pf growth 96h: inconclusive; Pf growth 48h: inconclusive; Tb PYK inh: -5%; HCV inh: inconclusive

Results for O=C(N/N=C/C(Br)=C/c1ccccc1)c1ccccc1[N+](=O)[O-] ?
Pf growth 96h: -3%; Pf growth 48h: inconclusive; LmPK inh: -2%; Shiga toxin inh: 22; Tb PYK inh: 4%; CHX counter: 8.7*; HCV inh: -1%

How did CC(C)NC(=O)C(=O)NCCC1CCCCN1S(=O)(=O)c1cccs1 (configuration not stated) do in these assays?
Pf growth 96h: 13%; Pf growth 48h: 34%[activator]; Tb PYK inh: 0%; HCV inh: 11%

How did COc1ccc(/C=N\Nc2ccccc2[N+](=O)[O-])c(C(=O)O)c1OC do in these assays?
Pf growth 96h: 259%[activator]; Pf growth 48h: 225%[activator]; LmPK inh: -18%; Shiga toxin inh: 88*; Tb PYK inh: 2%; CHX counter: 50*; HCV inh: -8%

How did COC(=O)C1=C(C)NC(=O)NC1c1ccc(-c2ccccc2Cl)o1 (configuration not stated) do in these assays?
Pf growth 96h: 3.7µM*; Pf growth 48h: -3%; LmPK inh: 2%; Shiga toxin inh: -21; Tb PYK inh: -3%; CHX counter: 5; HCV inh: inconclusive

How did COc1cc(/C=N/n2cnnc2)ccc1OCc1ccccc1 do in these assays?
Pf growth 96h: 0%; Pf growth 48h: -12%; LmPK inh: 0%; Shiga toxin inh: 22; Tb PYK inh: 1%; CHX counter: 22*; HCV inh: 16%

Results for CC1CC2(CCCC2)N(C(=O)N(C)C)c2ccc(F)cc21 (configuration not stated) ?
Pf growth 96h: 26%; Pf growth 48h: -9%; LmPK inh: 2%; Shiga toxin inh: -7; Tb PYK inh: -11%; CHX counter: -8; HCV inh: 11%

How did COc1ccc(C(=O)N2CCC(NC(=O)C(Cc3ccccc3OC)NC(C)=O)CC2)cc1 (configuration not stated) do in these assays?
Pf growth 96h: 19%; Pf growth 48h: -18%; LmPK inh: 2%; Shiga toxin inh: 10; Tb PYK inh: 5%; CHX counter: -4; HCV inh: 28%

Results for Cc1nc2cc(C(=O)OCC(=O)Nc3ccc(C#N)cc3)ccc2n1-c1ccccc1 ?
Pf growth 96h: inconclusive; Pf growth 48h: -22%; LmPK inh: 4%; Shiga toxin inh: 23; Tb PYK inh: -4%; CHX counter: 14; HCV inh: 2%

How did CC(CCc1ccccc1)NC(=O)c1ccccc1C(=O)O (configuration not stated) do in these assays?
Pf growth 96h: 0%; Pf growth 48h: 27%; LmPK inh: 2%; Shiga toxin inh: -2; Tb PYK inh: -6%; CHX counter: -2; HCV inh: 22%

Results for CNC(=O)CC1C(=O)N(c2ccc(F)cc2)C(=S)N1NC(=O)c1ccc(Cl)cc1 (configuration not stated) ?
Pf growth 96h: inconclusive; Pf growth 48h: 53%[activator]; LmPK inh: 6%; Shiga toxin inh: -3; Tb PYK inh: -4%; CHX counter: -2; HCV inh: 15%

How did Cc1ccc(NC2CC(=O)N(CCc3ccccc3)C2=O)cc1 (configuration not stated) do in these assays?
Pf growth 96h: 12%; LmPK inh: 1%; Shiga toxin inh: 25; Tb PYK inh: 2%; CHX counter: 18*; HCV inh: -2%

What do the screens show for `CNC(=O)CN(Cc1ccccc1)S(=O)(=O)c1ccccc1`?
Pf growth 96h: 36%[activator]; Pf growth 48h: -21%; LmPK inh: 13%; Shiga toxin inh: 47; Tb PYK inh: 0%; CHX counter: 11; HCV inh: 11%
